# CHO-K1 Ca PAM: nonselective activator or artifact in parental CHO-K1 calcium assay; ATP EC20, Fluo-8 calcium fluorescence; 0% at ATP EC20, 100% at ATP max; activation, % at 3 µM; 0.02% of 360,000 active;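 active = activation above the run cutoff, the mean activation of all test compounds plus 3 SD, cut at about 40% in these data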;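 note: peak over basal fluorescence ratio in a 140 s read after ATP addition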
# CHRM5 antagonist: blocks acetylcholine activation of human M5 receptor. AID 624040. inhibition, % at 3 µM. 0.59% of 360,000 active. CHO-hM5 cells, Fluo-8 calcium fluorescence, ACh EC80;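 active = inhibition above a per-plate cutoff, the mean of that plate's test compounds plus 3 SD, cut at about 27% in these data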;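 note: 0% = acetylcholine EC80 with DMSO and 100% = DMSO without agonist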
# Target sequence (P08912 whole entry, looked up): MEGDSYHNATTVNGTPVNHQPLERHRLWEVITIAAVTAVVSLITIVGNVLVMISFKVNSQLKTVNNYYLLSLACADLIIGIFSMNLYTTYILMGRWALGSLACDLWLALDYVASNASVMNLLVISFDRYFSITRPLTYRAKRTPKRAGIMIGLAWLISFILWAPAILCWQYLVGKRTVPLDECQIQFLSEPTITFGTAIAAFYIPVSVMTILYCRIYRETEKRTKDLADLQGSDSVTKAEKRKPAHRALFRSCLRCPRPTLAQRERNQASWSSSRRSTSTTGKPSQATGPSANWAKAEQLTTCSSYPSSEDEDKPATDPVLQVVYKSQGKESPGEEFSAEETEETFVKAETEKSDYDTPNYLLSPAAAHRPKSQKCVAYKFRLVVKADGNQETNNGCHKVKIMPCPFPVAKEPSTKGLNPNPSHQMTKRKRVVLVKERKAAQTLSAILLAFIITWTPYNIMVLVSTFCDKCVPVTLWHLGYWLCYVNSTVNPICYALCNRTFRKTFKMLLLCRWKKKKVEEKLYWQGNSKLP
# CRFR2-BP ag: CRF-BP/CRF-R2 complex agonism; HEK293 CRF-R2/CRF-BP, calcium dye fluorescence (FLIPR); percent of saturating CRF peptide response; activation, % at 13.2 µM; 0.46% of 350,000 active;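 active = activation of at least 50%, plus an integration ratio under a set limit after plate pattern correction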;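 note: plate controls were neutral control wells without compound for no effect and CRF at EC100 for full effect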
# CHRM5 PAM: CHRM5 positive allosteric modulation; AID 624038; CHO-K1 hM5, Fluo-8 calcium, ACh EC20 PAM; 0% = ACh EC20, 100% = ACh EC100; activation, % at 3 µM; 0.3% of 360,000 active; P08912;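 active = activation above the run cutoff, the mean activation of all test compounds plus 3 SD, cut at about 18% in these data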
#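 System: CHO-K1 cell line with stable human muscarinic M5 receptor expression | Also added: EC20 acetylcholine as agonist stimulus | Compound: One concentration, 3 µM final (nominal) | Timing: Fluo-8 loading 80 min at 37 °C plus 30 min room temperature | Measured by: Fluo-8 calcium dye fluorescence, kinetic read | Read-out basis: % activation, ACh-normalized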
# M4 PAM: potentiates acetylcholine response at human M4 receptor. 0.4% of 360,000 active. P08173. CHO-K1 hM4/Gqi5, Fluo-8 calcium fluorescence, ACh EC20; 0% = ACh EC20, 100% = maximal ACh. activation, % at 3 µM;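 active = activation above its plate's cutoff, the mean activation of sample wells plus 3 SD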; note: some results filed as inactive read as strong as hits
# Target sequence (P08173 whole entry, looked up): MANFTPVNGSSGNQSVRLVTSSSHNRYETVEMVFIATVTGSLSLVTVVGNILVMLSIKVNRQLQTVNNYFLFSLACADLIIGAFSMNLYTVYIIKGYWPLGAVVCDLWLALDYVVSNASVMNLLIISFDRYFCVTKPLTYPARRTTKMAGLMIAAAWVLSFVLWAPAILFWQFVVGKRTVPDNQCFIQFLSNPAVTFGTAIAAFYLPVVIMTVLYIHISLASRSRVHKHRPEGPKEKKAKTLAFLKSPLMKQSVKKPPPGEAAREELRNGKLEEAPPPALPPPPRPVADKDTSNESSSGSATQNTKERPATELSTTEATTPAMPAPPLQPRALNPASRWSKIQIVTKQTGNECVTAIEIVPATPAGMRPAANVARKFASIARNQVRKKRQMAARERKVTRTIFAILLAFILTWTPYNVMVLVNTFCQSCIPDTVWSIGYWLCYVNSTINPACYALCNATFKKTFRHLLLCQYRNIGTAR
# CRFBP-R2 block: CRF-BP/CRF-R2 complex antagonism; 0.59% of 350,000 active; inhibition, % at 11.8 µM; AID 588475; HEK293 CRF-R2/CRF-BP, CRF-induced calcium fluorescence;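 active = inhibition of the ligand-induced calcium signal above about 50% at the single tested concentration, limit read from the data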
# TAAR1 antagonist: human TAAR1 antagonism | Q96RJ0 | inhibition, % at 3 µM | 1.5% of 360,000 active | CHO RD-HGA16 TAAR1, Fluo-8 calcium fluorescence, antagonist | AID 624466;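 active = inhibition above a per-plate cutoff, the mean inhibition of test compounds on that plate plus 3 SD, cut at about 49% in these data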;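 note: 0% = DMSO plus EC80 beta-PEA response and 100% = DMSO alone without agonist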
#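 Material: CHO RD-HGA16 cells bearing hTAAR1; compound dosing: one-point dosing, 3 µM nominal final; schedule: dye loading 75 min at 37 °C, then 30 min room temperature; measured by: calcium fluorescence with Fluo-8; control set: vehicle and agonist controls; replication: n of 1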
# TAAR1 ag: human TAAR1 agonism | 0.99% of 360,000 active | CHO RD-HGA16 TAAR1, Fluo-8 calcium fluorescence; vehicle wells 0%, saturating PEA agonist 100% | activation, % at 3 µM | Q96RJ0;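 active = activation above the mean activation of all test compounds in the run plus 3 SD, cut at about 38% in these data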
#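 test system = CHO RD-HGA16 cells carrying human TAAR1 plus Gα16 | schedule = 17-24 h seeding, 75 min 37 °C dye, 30 min RT | compound dosing = 3 µM single concentration | control set = DMSO and PEA EC100 | replicates = n 1 | signal = Fluo-8 fluorescence, 5 s baseline then 140 s kinetic read | measure = percent activation vs PEA EC100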
# M5 ag: CHRM5 agonism in calcium assay | P08912 | CHO-K1 hM5 cells, Fluo-8 calcium fluorescence; 0% DMSO wells, 100% maximal acetylcholine response | activation, % at 3 µM | 0.19% of 360,000 active;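 active = activation above the run's mean over test compounds plus 3 SD, cut at about 23% in these data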;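 note: signal is peak over basal fluorescence ratio across the kinetic read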
# The depositor's hits bear a star; . = no result given. The order is random; about 4.2% have a hit in one of these screens.
SMILES,CHO-K1 Ca PAM,CHRM5 antagonist,CRFR2-BP ag,CHRM5 PAM,M4 PAM,CRFBP-R2 block,TAAR1 antagonist,TAAR1 ag,M5 ag
CNCc1cn2cc(Cl)ccc2n1,11,8,0.7,4,-3,18,-16,1,-5
COc1cc(NS(=O)(=O)c2ccc(OC)c(C)c2C)c(OC)cc1Cl,12,5,-0.6,-11,-10,-3,19,4,-3
COc1ccccc1NC(=O)c1ccc([N+](=O)[O-])o1,.,.,-0.2,.,.,3,-8,-1,.
CCC(=O)N1CCCC(C)(C(=O)NS(=O)(=O)c2ccccc2Cl)C1 (stereo not given),-2,-1,.,3,3,.,-39,2,1
COC(=O)c1ccc(CNC(=O)COC(=O)/C=C/c2ccc(OC)c(OC)c2)cc1,-16,-9,-0.7,10,11,5,-34,-1,2
O=C(CN1CCCC1=O)NC1(C(F)(F)F)NC(=O)N(Cc2ccccc2)C1=O (stereo not given),1,-1,-0.4,-2,1,9,-8,16,0
Cc1ccccc1N(CC(=O)NCc1ccncc1)S(C)(=O)=O,3,-3,-0.1,-5,-2,-4,-3,7,0
Cc1ccc(C(=O)N/N=C\c2cccs2)cn1,25,-9,-2.9,14,11,10,-10,0,-5
O=c1c2c3c(sc2nc2n1CCCC2)CCC3,-1,-2,-0.9,2,3,2,18,4,2
CC(OCCN1CCCC1)(c1ccc(F)cc1)c1ccc(F)cc1,13,36*,-1.1,-20,-38,-23,5,5,-7
Cc1ccc(NC(=O)CN2C(=O)NC(Cc3c[nH]c4ccccc34)C2=O)cc1S(=O)(=O)N1CCCCC1 (stereo not given),13,-1,1.9,-1,2,-34,-8,1,-2
CCOC(=O)c1ccc(N2C(=O)CC(N(C)CCc3ccc(OC)c(OC)c3)C2=O)cc1 (stereo not given),1,-9,-3.1,3,7,1,-4,8,-2
CCOC(=O)c1ccc(NC(=O)CCNS(=O)(=O)c2cccs2)cc1,-7,18,3.3,-7,-4,0,12,2,-2
Cc1ccc(NC(=O)c2ccccc2Cl)c(Cl)c1,4,0,0.9,0,-4,-4,-33,23,-6
O=C(COC(=O)c1ccc(Sc2ccccc2)c([N+](=O)[O-])c1)NC1CCCc2ccccc21 (stereo not given),8,1,-2.1,5,3,14,-6,1,-5
COc1ccc(OC)c(NC(=O)NNC(=O)CCCOc2ccc(Cl)cc2C)c1,20,-1,-0.6,2,3,2,0,2,0
COc1ccc(NS(=O)(=O)c2ccc(NS(=O)(=O)c3cccc(C(=O)O)c3)cc2)cc1,-15,12,-1.8,0,-8,5,-11,9,-2
Cc1ccc(NC(=O)c2oc3ccc(S(=O)(=O)N4CCOCC4)cc3c2C)c(C)c1,-1,8,7.7,-1,0,8,37,10,3
CCOC(=O)c1[nH]c(C)c(C(=O)OCC(=O)NC2CCS(=O)(=O)C2)c1C (stereo not given),10,4,0.5,0,-5,4,2,8,5
Cc1nn(C(C)C(=O)N2CCc3ccccc32)c(C)c1[N+](=O)[O-] (stereo not given),20,3,-0.4,-3,3,5,-5,20,-5
CCC12C(=Nc3c(Cl)cccc31)C[C@@H]1CCN3C(=O)CCC[C@H]2[C@H]13 (stereo not given in full),8,1,-0.2,3,2,3,7,2,-1
N#C/C(=C\c1cccnc1)c1ccccn1,10,21,-1.9,-9,-5,0,1,0,0
O=C(CC1Sc2ccccc2NC1=O)Nc1cccc(C(=O)O)c1 (stereo not given),29,1,-0.3,-4,8,11,-3,0,1
CCOc1ccc(NS(=O)(=O)c2c(C(=O)N3CCCCCC3)c(C)n(C)c2C)cc1,6,18,-1.4,-4,-3,-8,-2,0,-2
CC(C)CC(NC(=O)c1ccc(Cl)cc1)C(=O)OCc1cc([N+](=O)[O-])cc2c1OCOC2 (stereo not given),19,7,0.4,-12,-9,-1,3,2,-8
COc1ccc(NC(=O)c2cccc(N3C(=O)C4C5C=CC(C5)C4C3=O)c2)cc1 (stereo not given),-8,19,-1.0,-7,-6,9,7,5,-1
Cc1cc(-c2nnc3n2N=C(c2ccccc2Br)CS3)n[nH]1,-9,14,-1.3,-10,0,14,-34,-1,-4
O=C(CSc1nc2ccccc2c(=O)n1-c1ccccc1)NC(=O)CN1CCCC1=O,11,7,1.4,3,1,-7,-6,1,1
O=[N+]([O-])c1cccc(/C=N/Nc2cc(N3CCOCC3)ncn2)c1,7,13,-0.2,-1,1,12,12,1,-1
O=C(Nc1ccccn1)c1ccc([N+](=O)[O-])cc1Cl,15,1,-0.4,1,2,-19,-9,6,-3
Cc1ccc(N=Nc2ccc(N)cc2C)c(S(N)(=O)=O)c1,-1,-4,-0.2,7,8,-3,5,-1,5
CCN(c1ccccc1)S(=O)(=O)c1ccc(C(=O)NCC(c2ccccc2OC)N2CCCC2)cc1 (stereo not given),9,8,22,-6,-3,-37,15,46*,-11
COc1cc(OC)cc(C(=O)NCC(=O)OCC(=O)NC(C)(C)C)c1,3,-1,-1.9,-2,2,5,-13,0,1
CCOC(=O)[C@]12CCC=C1N(CCC1=CCCCC1)C(=O)[C@H](CC(=O)NCc1cccc3ccccc13)C2,2,-3,.,2,14,.,-14,9,-2
COc1ccc(OC)c(NC(=O)c2cccc(S(=O)(=O)N3CCN(C(C)=O)CC3)c2)c1,-17,6,-2.0,-6,0,11,5,-3,-3
COc1cccc(CN2CC(C(=O)NCCCc3ccc(C)cc3)CCC2=O)c1 (stereo not given),14,14,-0.5,-8,-2,1,-24,6,-4
Cc1ccccc1N=Nc1c(O)n(C)c2ccccc12,1,15,-0.6,-5,-3,4,-1,1,1
CN1C(C(=O)NCc2ccccc2)CC2Cn3c(nc4cc5ccccc5cc43)C21 (stereo not given),-6,9,-0.3,-4,-1,-21,10,3,3
Cc1ccc(NC(=O)C(OC(=O)c2cc(C)oc2C)c2ccccc2)cc1 (stereo not given),32,2,-1.1,-8,-7,-11,-30,1,-5
CC(CN(C)Cc1ccccc1)OC(=O)c1cccc(F)c1 (stereo not given),19,-1,-0.2,-3,-3,5,-13,7,-3
C=CCN(c1ccc(C(=O)Nc2cc(C)cc(C)c2)cc1)S(C)(=O)=O,20,5,-1.1,-5,-3,8,-7,1,-5
O=C(COC(=O)c1cccc(Cl)c1)Nc1ccc2[nH]c(=O)[nH]c2c1,6,-3,-1.1,1,5,-1,8,0,3
Cc1cc(C)nc(NC(=O)CN2C(=O)c3ccccc3C2=O)n1,21,-11,0.5,0,9,3,5,3,3
COc1cc2c(C#N)c(N3CCc4ccccc4C3)nc(N)c2c(N)n1,-6,1,12,37*,10,-25,21,32,16
COC(=O)c1cc(Br)c(=O)n(Cc2ccc(C(=O)O)cc2)c1,20,-1,-0.7,4,-4,4,-4,1,2
CCn1nccc1C(=O)Nc1cc(Cl)ccc1Cl,24,-3,-2.0,7,13,4,-18,8,-6
COc1ccc(S(=O)(=O)N(Cc2ccccc2)c2ccccc2C(=O)Nc2ccccc2C(=O)NCc2ccco2)cc1,-5,-3,13,3,8,0,-9,2,0
CCc1nc(SCc2ccc([N+](=O)[O-])cc2)n[nH]1,19,4,-2.0,-3,4,29,-17,0,1
CCOC(=O)N=Nc1c(O)n(CC)c2ccccc12,11,2,0.9,6,10,13,-11,1,-2
CCCCCCOC(=O)C(C#N)c1nc2ccccc2nc1N1CCOCC1 (stereo not given),14,-6,7.0,1,10,-25,6,-1,1
O=C(CCC1CCCC1)N1CCN(C(=O)c2ccco2)CC1,16,0,-0.8,2,-2,-19,11,2,-3
O=C(CSCc1ccc(F)cc1)Nc1ccccc1,10,3,-0.5,-3,2,3,4,-1,1
COCCNC(=O)CN(CCc1ccccc1)S(=O)(=O)c1ccc(Br)cc1,-1,-15,-0.3,2,1,3,-8,-1,0
O=C(COC(=O)c1cccc(S(=O)(=O)NCc2ccccc2)c1)NCC1CCCO1 (stereo not given),-9,2,-3.9,-6,-5,48,3,5,2
COc1ccc(-c2noc(CSc3nnc(-c4ccccc4)n3C)n2)cc1,-9,5,-0.8,-1,1,17,.,.,1

# Two neighbouring records already listed, for reference:
SMILES,CHO-K1 Ca PAM,CHRM5 antagonist,CRFR2-BP ag,CHRM5 PAM,M4 PAM,CRFBP-R2 block,TAAR1 antagonist,TAAR1 ag,M5 ag
COC(=O)c1cc(Br)c(=O)n(Cc2ccc(C(=O)O)cc2)c1,20,-1,-0.7,4,-4,4,-4,1,2
CCn1nccc1C(=O)Nc1cc(Cl)ccc1Cl,24,-3,-2.0,7,13,4,-18,8,-6

# In the list so far, 14 have an aryl methoxy group:
SMILES,CHO-K1 Ca PAM,CHRM5 antagonist,CRFR2-BP ag,CHRM5 PAM,M4 PAM,CRFBP-R2 block,TAAR1 antagonist,TAAR1 ag,M5 ag
COc1cc(NS(=O)(=O)c2ccc(OC)c(C)c2C)c(OC)cc1Cl,12,5,-0.6,-11,-10,-3,19,4,-3
COc1ccccc1NC(=O)c1ccc([N+](=O)[O-])o1,.,.,-0.2,.,.,3,-8,-1,.
COC(=O)c1ccc(CNC(=O)COC(=O)/C=C/c2ccc(OC)c(OC)c2)cc1,-16,-9,-0.7,10,11,5,-34,-1,2
CCOC(=O)c1ccc(N2C(=O)CC(N(C)CCc3ccc(OC)c(OC)c3)C2=O)cc1 (stereo not given),1,-9,-3.1,3,7,1,-4,8,-2
COc1ccc(OC)c(NC(=O)NNC(=O)CCCOc2ccc(Cl)cc2C)c1,20,-1,-0.6,2,3,2,0,2,0
COc1ccc(NS(=O)(=O)c2ccc(NS(=O)(=O)c3cccc(C(=O)O)c3)cc2)cc1,-15,12,-1.8,0,-8,5,-11,9,-2
COc1ccc(NC(=O)c2cccc(N3C(=O)C4C5C=CC(C5)C4C3=O)c2)cc1 (stereo not given),-8,19,-1.0,-7,-6,9,7,5,-1
CCN(c1ccccc1)S(=O)(=O)c1ccc(C(=O)NCC(c2ccccc2OC)N2CCCC2)cc1 (stereo not given),9,8,22,-6,-3,-37,15,46*,-11
COc1cc(OC)cc(C(=O)NCC(=O)OCC(=O)NC(C)(C)C)c1,3,-1,-1.9,-2,2,5,-13,0,1
COc1ccc(OC)c(NC(=O)c2cccc(S(=O)(=O)N3CCN(C(C)=O)CC3)c2)c1,-17,6,-2.0,-6,0,11,5,-3,-3
COc1cccc(CN2CC(C(=O)NCCCc3ccc(C)cc3)CCC2=O)c1 (stereo not given),14,14,-0.5,-8,-2,1,-24,6,-4
COc1cc2c(C#N)c(N3CCc4ccccc4C3)nc(N)c2c(N)n1,-6,1,12,37*,10,-25,21,32,16
COc1ccc(S(=O)(=O)N(Cc2ccccc2)c2ccccc2C(=O)Nc2ccccc2C(=O)NCc2ccco2)cc1,-5,-3,13,3,8,0,-9,2,0
COc1ccc(-c2noc(CSc3nnc(-c4ccccc4)n3C)n2)cc1,-9,5,-0.8,-1,1,17,.,.,1

# From PubChem BioAssay
